Compound activity (PubChem BioAssay)
sEH act – soluble epoxide hydrolase (human) activation | P34913 | purified human sEH enzymatic activity, activator screen | activation, % at 2 µM | 91,000 tested, 0.04% active | AID 717; in the data active = activation above about 37%; note: values of inactives mirror those of a sister screen read the other way
PostGolgi ctrl – inhibits growth of the yeast control strain. AID 738. 98,000 tested, 5% active. efflux-deficient yeast background strain, growth absorbance A615, 16 h. inhibition, % at 10 µM
S1P2 ag – S1P2 (human) receptor agonism. O95136. S1P2-expressing cell line, agonist reporter read-out. activation, % at 4.5 µM. 97,000 tested, 0.46% active. AID 729; in the data active = activation above about 16%;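 note: 0% = vehicle low control and 100% = maximal reference agonist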
Target sequence (O95136 whole entry, looked up): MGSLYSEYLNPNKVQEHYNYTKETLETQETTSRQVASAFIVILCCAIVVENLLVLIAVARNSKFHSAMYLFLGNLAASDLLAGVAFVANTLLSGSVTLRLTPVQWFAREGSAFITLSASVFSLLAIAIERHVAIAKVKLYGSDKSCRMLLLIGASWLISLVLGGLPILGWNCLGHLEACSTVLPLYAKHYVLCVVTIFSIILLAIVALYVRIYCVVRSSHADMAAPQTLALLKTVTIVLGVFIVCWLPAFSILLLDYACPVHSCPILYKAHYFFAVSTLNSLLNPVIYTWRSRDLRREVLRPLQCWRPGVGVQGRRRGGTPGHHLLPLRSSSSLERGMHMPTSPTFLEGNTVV
DAT uptake mod – modulates human dopamine transporter uptake under cocaine; Q01959; LLC-PK1 hDAT cells, [14C]-dopamine uptake with cocaine IC80; actives deviate in either direction; B-score at 10 µM; 110,000 tested, 1.3% active; AID 449768;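 active = Z score or B-score, a plate-position-corrected score, falls beyond the plate's 99.7% confidence bounds, in either direction; inactive = both scores lie inside the 99.7% bounds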;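 note: scored against the spread of the other compound wells on the same plate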
S1P2 blocker – antagonists of human S1P2 receptor | inhibition, % at 5 µM | cell-based S1P2 antagonist assay, inhibition at 5 uM | AID 736 | 97,000 tested, 0.21% active; in the data active = inhibition above about 45%;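 note: CRE beta-lactamase reporter cells expressing human S1P2 stimulated with S1P; 0% = agonist at EC80 alone and 100% = agonist plus reference antagonist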
PostGolgi yeast – growth inhibition of a yeast mutant, post-Golgi transport screen; post-Golgi transport phenotypic cell assay; inhibition, % at 10 µM; 98,000 tested, 0.9% active;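 note: yeast cells grown in 1536-well plates; yeast grown about 18 h at 30C before absorbance read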
CYP2C19 inh – blocks human cytochrome P450 2C19 | 96,000 tested, 21% active | CYP2C19 Supersomes, luciferin-H EGE luminescence, 30 min | inhibition, % at 5 µM;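 active = CYP2C19 inhibition above a set limit at 5 µM in the primary screen, cut at about 50% in these data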;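 note: plate controls were negative control wells for no effect and 2.5 mM tranylcypromine positive control for full effect; values of inactives mirror those of a sister screen read the other way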
Target sequence (P33261 whole entry, looked up): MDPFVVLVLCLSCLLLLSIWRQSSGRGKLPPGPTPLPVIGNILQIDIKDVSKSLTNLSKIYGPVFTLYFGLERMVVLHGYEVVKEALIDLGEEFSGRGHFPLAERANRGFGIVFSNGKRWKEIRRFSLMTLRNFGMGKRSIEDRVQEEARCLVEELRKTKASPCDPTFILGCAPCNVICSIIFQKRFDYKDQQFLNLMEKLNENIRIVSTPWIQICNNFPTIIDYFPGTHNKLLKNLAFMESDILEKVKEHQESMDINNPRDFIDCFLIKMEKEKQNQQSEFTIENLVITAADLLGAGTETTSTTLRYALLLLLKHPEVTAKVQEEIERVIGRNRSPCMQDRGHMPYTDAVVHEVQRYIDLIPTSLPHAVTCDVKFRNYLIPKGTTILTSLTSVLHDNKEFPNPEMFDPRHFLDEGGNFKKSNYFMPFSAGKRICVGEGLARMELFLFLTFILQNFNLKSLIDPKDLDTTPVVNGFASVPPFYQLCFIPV
CYP2C19 act – increases human CYP2C19 enzyme activity; 96,000 tested, under 10 active; recombinant CYP2C19, luciferin-H EGE luminescence; hits give high values; 0 = fully inhibited enzyme, 1 = untreated enzyme; P33261; activation factor at 5 µM;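 active = activation factor of at least 2 at 5 µM in the primary screen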;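 note: 0 = wells with 2.5 mM tranylcypromine and 1 = vehicle-only wells; values of inactives mirror those of a sister screen read the other way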
sEH inhibitor – blocks human soluble epoxide hydrolase activity | P34913 | recombinant human sEH enzymatic activity assay | inhibition, % at 2 µM | 91,000 tested, 0.34% active | AID 707; in the data active = inhibition above about 80%; note: values of inactives mirror those of a sister screen read the other way; many of its hits are not listed in these tables
Numbers without * were called inactive; . = not tested or not shown; & = joins results of further samples. Cut-off read from the data, not from the text of the source, unless noted: active = inhibition above about 30%; inactive = the rest. Compounds were not picked by outcome; about 24% have a hit in one of these screens.

SMILES	sEH act	PostGolgi ctrl	S1P2 ag	DAT uptake mod	S1P2 blocker	PostGolgi yeast	CYP2C19 inh	CYP2C19 act	sEH inhibitor
Cc1nc(SCC(=O)Nc2cc(C)on2)c2c3c(sc2n1)CCCC3	.	-1	0	-1.2	-18	-7	7	0.9	.
Cc1cc(C(=O)Nc2nnc(C(F)(F)F)s2)no1	-14	17	-2	-0.8	8	1	18	0.8	9
CC1CCN(C(=O)CSc2nnc(Cc3ccccc3)o2)CC1	.	-5	.	-0.32	.	-7	28	0.7	.
Cc1ccccc1CN1CCN(CC(=O)NCc2ccccc2)C1=O	-8	24	1	-1.2	11	2	12	0.9	5
CC(=O)Nc1ccc(S(=O)(=O)N(c2cccnc2)S(=O)(=O)c2ccc(NC(C)=O)cc2)cc1	8	.	4	-0.0037	-22	.	.	.	-6
O=C1C2C(C(=O)N1c1ccncc1)C1C=CC2C12CC2 (centres undefined)	4	5	-8	0.24	1	-3	92*	0.1	-4
COc1cc(OC)cc(C(=O)N2CCN(c3ccccc3F)CC2)c1	-13	11	-6	0.012	-2	7	53*	0.5	12
COc1ccc2c(c1)c(C(C)=O)c(C)n2-c1ccccc1	-2	22	-4	0.22	-11	0	97*	0	5
Cc1ccc(-c2nnc(CSc3nc(C(C)C)nc4sc(C)c(C)c34)o2)cc1	-1	.	-5	0.43	-3	.	.	.	6
O=C(NCc1ccc(F)cc1)C(c1ccccc1)N(CC1CCCO1)C(=O)Cn1nnc2ccccc21 (centres undefined)	6	.	-7	-1.1	4	.	.	.	-6
Cc1ccc(Cl)cc1NC(=O)COC(=O)C12CC3CC(CC(C3)C1)C2	-21&-26	36*	-5&-3	-0.98&-0.76	-24&11	12	2	1	19&25
O=C(N/N=C/c1cccnc1)C1CCCN(S(=O)(=O)c2ccccc2)C1 (centres undefined)	-61	1	-2	-0.32	-22	-5	36	0.6	61
CCCCn1c(-c2ccc(Cl)cc2)nc2c(=O)n(C)c(=O)[nH]c21	-9	-5	1	0.0024	-2	1	-7	1.1	10
CCOC(=O)c1cc(-c2ccncc2)nc2c1c(C)nn2C	7	12	3	0.054	-4	-6	96*	0	-9
Cc1ccc(C2=NNC(C(O)C(O)C(O)CO)S2)cc1 (centres undefined)	-4	6	-6	1.2	-1	-2	5	1	6

Record cards (already shown):
Record of O=C1C2C(C(=O)N1c1ccncc1)C1C=CC2C12CC2 (centres undefined) → sEH act = 4; PostGolgi ctrl = 5; S1P2 ag = -8; DAT uptake mod = 0.24; S1P2 blocker = 1; PostGolgi yeast = -3; CYP2C19 inh = 92*; CYP2C19 act = 0.1; sEH inhibitor = -4
Record of Cc1ccc(-c2nnc(CSc3nc(C(C)C)nc4sc(C)c(C)c34)o2)cc1 → sEH act = -1; PostGolgi ctrl = .; S1P2 ag = -5; DAT uptake mod = 0.43; S1P2 blocker = -3; PostGolgi yeast = .; CYP2C19 inh = .; CYP2C19 act = .; sEH inhibitor = 6
Record of Cc1ccc(Cl)cc1NC(=O)COC(=O)C12CC3CC(CC(C3)C1)C2 → sEH act = -21&-26; PostGolgi ctrl = 36*; S1P2 ag = -5&-3; DAT uptake mod = -0.98&-0.76; S1P2 blocker = -24&11; PostGolgi yeast = 12; CYP2C19 inh = 2; CYP2C19 act = 1; sEH inhibitor = 19&25

The main list resumes, repeating the two entries before the break.
SMILES	sEH act	PostGolgi ctrl	S1P2 ag	DAT uptake mod	S1P2 blocker	PostGolgi yeast	CYP2C19 inh	CYP2C19 act	sEH inhibitor
CCOC(=O)c1cc(-c2ccncc2)nc2c1c(C)nn2C	7	12	3	0.054	-4	-6	96*	0	-9
Cc1ccc(C2=NNC(C(O)C(O)C(O)CO)S2)cc1 (centres undefined)	-4	6	-6	1.2	-1	-2	5	1	6
Cc1ccccc1OCC(=O)Nc1ccc(C(N)=O)cc1	-7	4	-2	-0.28	-3	4	26	0.7	9
CCn1c(C(O)c2ccc3c(c2)OCO3)nc2ccccc21 (centres undefined)	6	0	-4	1.6	3	-2	98*	0	-7
O=C(OCc1cn(-c2ccc(Cl)c(Cl)c2)nn1)c1ccccc1Cl	2	0	-7	-0.69	15	-2	-5	1	-1
Nc1nc2nc(-c3ccccc3)cc(=O)n2[nH]1	6	16	0	-1.3	-9	1	12	0.9	-10
CCN(CC)CCNC(=O)c1cc2c(-c3ccc(Cl)cc3)nn(C)c2s1	-1	1	-5	1.5	28	3	18	0.8	0
COc1ccccc1N1CCN(CC(=O)c2c(C)n(C)c3ccccc23)CC1	0	7	0	1.7	28	5	54*	0.5	1
O=C(Nc1ccccc1)C1CCN(c2nccs2)CC1	-18	20	-8	-0.61	24	2	85*	0.2	18
CCOC(=O)N1CCC(Nc2c(Nc3cccc(CC)c3)c(=O)c2=O)CC1	7	-2	-7	0.013	17	-1	17	0.8	-6
O=C(COc1ccc(S(=O)(=O)NC2CCCCC2)cc1)NCC1CCCO1 (centres undefined)	-2	12	-3	0.052	5	-1	-9	1.1	5
CC(=O)c1ccccc1Oc1nc(CN2CCOCC2)nc2scc(-c3cccs3)c12	.	42*	.	0.82	.	-3	85*	0.1	.
Clc1ccc(-c2nnc3sc(Cc4cccs4)nn23)c(Cl)c1	.	50*	-2	0.15	-5	-12	87*	0.1	.
COc1ccc(C(=O)N(Cc2ccc(N(C)C)cc2)C2CCS(=O)(=O)C2)cc1 (centres undefined)	2	10	-5	1.8	0	-6	9	0.9	0
O=C(O)CC1S/C(=N/N=C/c2ccc(-c3ccccc3[N+](=O)[O-])o2)NC1=O (centres undefined)	-6	-3	2	-0.49	-7	6	5	1	7
c1ccc(Nc2nc(N3CCOCC3)c3ccccc3n2)cc1	-16	6	-4	0.27	4	3	56*	0.4	19
COc1ccc(C2CC(=O)Nc3cc(C)c(C)cc32)c(OC)c1OC (centres undefined)	-5	-4	-2	1.2	0	12	94*	0.1	5
CCn1c(C)nc2cc(S(=O)(=O)C(F)(F)C(F)C(F)(F)F)ccc21 (centres undefined)	.	28	.	-0.29	.	-1	16	0.8	.
CCC(=O)Nc1ccccc1C(=O)OCC(=O)Nc1ccc(S(N)(=O)=O)cc1	-50	10	-4	0.063	-24	-3	-5	1	50
CCOC(=O)CNC(=O)c1sc2ncnc(N3CCc4ccccc4C3)c2c1C	2	19	-4	0.67	-21	10	79*	0.2	0
CCN(CC(=O)O)S(=O)(=O)c1cc(Cl)ccc1Cl	-5	7	-4	-0.12	-18	1	39	0.6	7
CC(=O)Nc1ccc(S(=O)(=O)Nc2nc3ccccc3nc2N2CCCCCC2)cc1	.	14	-4	0.27	9	-6	23	0.8	.
CC1(C)Cc2c(C#N)c(N3CCN(C(=O)c4ccccc4)CC3)nc(-c3ccco3)c2CS1	9	35*	0	0.027	2	14	.	.	-9
Cc1nn(Cc2ccc(C(=O)Nc3nc4c(C)cccc4s3)o2)c(C)c1Br	10	35*	-5	1.8	19	32*	23	0.8	-8
COc1ccc(OCCCCOc2ccccc2Cl)cc1	-10	1	-5	0.58	5	-6	-13	1.1	13
Cn1c(=O)c2c(nc(NC3CCCCC3)n2CC(O)COc2ccccc2)n(C)c1=O (centres undefined)	15	15	-7	-1.5	12	1	37	0.6	-13
CCN(CC)C(=O)Cn1cnc([N+](=O)[O-])n1	-4	6	-6	0.7	0	-7	-5	1	6
Cc1[nH]nc2c1C(c1ccoc1)C(C#N)=C(N)O2 (centres undefined)	2	-6	-11	-0.29	19	-6	.	.	-1
CC(C)C(c1nnnn1CCc1ccccc1)N1CCOCC1 (centres undefined)	-10	-4	-1	1	-3	11	32	0.7	10
Cc1cccc(N2C(=O)CC(N3CCN(Cc4ccc(Cl)cc4)CC3)C2=O)c1 (centres undefined)	3	11	-8	-0.7	-5	-4	4	1	-1
Cc1ccc2nc(Nc3ccc4[nH]c(=O)[nH]c4c3)c(-n3nc(C)cc3C)nc2c1	27	31*	-14	0.14	15	-2	-17	1.2	-23
COc1ccc(N2CCN(C(=O)c3cccc(Cn4cc(Cl)cn4)c3)CC2)cc1	4	24	-3	0.78	11	-8	30	0.7	-4
CCCC1=NCCn2cccc21	-5	5	-3	-0.098	2	6	-27	1.3	5
O=C(Cn1c(=O)sc2ccccc21)Nc1ccc2c(c1)OCCO2	.	-11	-5	-0.57	-8	-7	8	0.9	.
O=C(CN1CCc2ccccc2C1)NCc1ccco1	19	0	-6	-2.2	-16	0	93*	0.1	-20
Cc1ccc(C(=O)CC2(O)C(=O)N(Cc3ccccc3)c3ccccc32)o1 (centres undefined)	-4	11	-4	0.012	1	0	31	0.7	7
CCC(CC)C(=O)Nc1cc(OC)c(OC)cc1C(=O)O	4	10	-3	-0.71	-5	2	-16	1.2	-3
CC(C)CCOC(=O)/C(=C/c1ccco1)NC(=O)/C=C/c1ccccc1	-8	11	-9	0.22	8	0	23	0.8	10
O=c1c2ccccc2nnn1CSc1nnc2ccccn12	21	9	-4	-0.47	9	13	48	0.5	-21
CN(C)CCOCCOc1ccccc1-c1ccccc1	17	2	-2	0.023	10	19	2	1	-18
CCOc1ccccc1NC(=O)C1CC(=O)n2ncnc2N1 (centres undefined)	4	1	-7	-0.033	11	-3	-2	1	-2
COc1ccccc1-c1c(C)nn2c(NCCN3CCCC3)cc(C)nc12	-20	-2	0	-0.0021	-14	-4	6	0.9	19
CC(=O)Oc1ccc(Oc2ccc(-c3noc(C)n3)cc2)cc1	-3	3	-2	-0.59	-2	-8	24	0.8	6
Clc1ccccc1CSc1ncccn1	1	9	-3	-0.31	8	-4	53*	0.5	-1
CCOc1ccc(S(=O)(=O)n2nc(C)cc2C)c2ccccc12	.	19	.	0.15	.	-5	14	0.9	.
Nc1nnc(C(c2ccccc2)c2ccccc2)s1	-16	4	-5	1.8	14	-5	37	0.6	19
Cc1nnc(NC(=O)C2CCCCC2)s1	.	2	.	-0.5	.	-1	41	0.6	.
O=C(Cc1ccccc1)Nc1ccc(NC(=O)c2ccco2)nc1	-5	-4	1	1.2	5	0	8	0.9	5
C=C(C)c1cccc(C(C)(C)NC(=O)N2CCN(C)CC2)c1	6	3	-5	0.25	-4	-1	10	0.9	-1
COc1ccc(CSc2nnc(SCc3ccc([N+](=O)[O-])cc3)s2)cc1	4	3	-10	1.7	-5	0	17	0.8	-2
CCCC(C(=O)NCC1CCCO1)N(Cc1ccco1)C(=O)CNS(=O)(=O)c1ccccc1 (centres undefined)	6	3	-3	0.32	11	6	-3	1	-7
CC(=O)NC(=S)c1c(N)n(Cc2ccccc2)c(=O)n(C)c1=O	.	1	.	3	.	5	27	0.7	.
Cn1nc(-c2ccc(C(=O)O)cc2)c2ccccc2c1=O	-6	-1	-6	-0.24	-6	2	-12	1.1	5
Cc1c(NC(=O)CC(O)(C(F)(F)F)C(F)(F)F)c(=O)n(-c2ccccc2)n1C	9	15	-1	-1.3	-8	7	0	1	-8
COC(=O)C(C)(C)NC(=O)c1cccs1	-1	1	-3	-0.0039	5	6	-1	1	1
COc1ccc(OC)c(S(=O)(=O)n2cccn2)c1	11	2	-6	0.36	3	24	5	0.9	-10
Cc1scc(C(=O)NNC(=S)NCC2CCCO2)c1C (centres undefined)	9	-3	-8	0.9	-4	-1	30	0.7	-3
c1ccc2sc(NC3=NCN(Cc4ccc5c(c4)OCO5)CN3)nc2c1	2	19	-1	-0.039	6	1	5	0.9	0
O=C(NCc1ccc2c(c1)OCO2)C1CCC(CNS(=O)(=O)c2cccc3nsnc23)CC1 (centres undefined)	-94	2	-6	1.2	1	-1	-22	1.2	94*
COC(=O)c1cn(CC(=O)NCc2ccco2)c2ccccc12	11	4	0	0.017	-3	9	92*	0.1	-11
O=C(Nc1nc2ccccc2[nH]1)c1ccc(F)cc1	-7	5	-3	-0.7	13	1	33	0.7	5
C=CCn1c(-c2cccn(Cc3cccc(Cl)c3)c2=O)n[nH]c1=S	-3	15	-3	-0.38	-1	-1	15	0.9	1
Cc1ncsc1CCSc1nc2ccccc2c(=O)n1C	-1	14	-3	0.61	-18	23	77*	0.2	4
CNC(=O)c1ccc(Oc2ccc(C(=O)NC)cc2)cc1	.	0	-2	0.046	13	7	13	0.9	.
Cc1ccc(NS(=O)(=O)c2ccc3c(c2)oc(=O)n3C)cc1F	-3	4	-2	0.0038	-22	-3	56*	0.4	2
